# rTrxR1 inhibitor – blocks rat thioredoxin reductase 1 | O89049 | 390,000 compounds, 1% hits | Potency, µM (titrated, usually from 114 µM), for inactives: at the top dose activity change, negative = inhibition, most hits filed as inhibitors | recombinant rTrxR1, NADPH fluorescence consumption, selenite substrate; note: potency is the fitted concentration of half-maximal effect; % is set by controls: 0 for no effect and ±100 for the full control effect; nearly all actives have a fitted effect of over 65% in size
#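 Rat TrxR1 (90 nM in the dispensed reagent) was pre-reduced with 400 uM NADPH for 5 min at room temperature, then incubated with compound for 15 min. After 400 uM selenite was added, NADPH fluorescence (Ex 340/Em 450 nm) was followed for 8 min.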
# TRHR enhancer – allosterically enhances the human TRH receptor. P34981. TRHR cells, fluo-8 calcium fluorescence, EC20 TRH enhancement. enhancement, % at 2 µM. 360,000 compounds, 0.66% hits. AID 493056; in the data active = enhancement above about 30%; note: 0% is about no effect
# Target sequence (P34981 whole entry, looked up): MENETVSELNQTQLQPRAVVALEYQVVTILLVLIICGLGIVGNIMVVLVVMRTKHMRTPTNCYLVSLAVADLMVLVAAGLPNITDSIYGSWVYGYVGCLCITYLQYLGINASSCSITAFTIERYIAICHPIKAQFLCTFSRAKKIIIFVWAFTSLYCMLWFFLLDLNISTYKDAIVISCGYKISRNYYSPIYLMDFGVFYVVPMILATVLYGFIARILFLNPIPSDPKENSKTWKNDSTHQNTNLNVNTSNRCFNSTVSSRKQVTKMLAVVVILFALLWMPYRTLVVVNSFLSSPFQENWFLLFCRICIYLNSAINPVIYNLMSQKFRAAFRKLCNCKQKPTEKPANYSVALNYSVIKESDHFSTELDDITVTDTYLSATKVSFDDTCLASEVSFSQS
#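 TRHR-expressing cells loaded with fluo-8 calcium dye were read kinetically (ex 480/em 530) during compound addition, then stimulated with an EC20 of TRH (10 nM final). Enhancement of the Gq-mediated intracellular calcium response was scored.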
# D2 ag – D2 dopamine receptor (human) agonism. P14416. HEK293 T-REx D2 cells, calcium flux agonist mode. activation, % at 2 µM. 340,000 compounds, 0.53% hits. AID 485358;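 active = activation over 3 SD above normal in the single-dose calcium agonist read, cut at about 30% in these data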; note: 0% is about no effect
# Target sequence (P14416 whole entry, looked up): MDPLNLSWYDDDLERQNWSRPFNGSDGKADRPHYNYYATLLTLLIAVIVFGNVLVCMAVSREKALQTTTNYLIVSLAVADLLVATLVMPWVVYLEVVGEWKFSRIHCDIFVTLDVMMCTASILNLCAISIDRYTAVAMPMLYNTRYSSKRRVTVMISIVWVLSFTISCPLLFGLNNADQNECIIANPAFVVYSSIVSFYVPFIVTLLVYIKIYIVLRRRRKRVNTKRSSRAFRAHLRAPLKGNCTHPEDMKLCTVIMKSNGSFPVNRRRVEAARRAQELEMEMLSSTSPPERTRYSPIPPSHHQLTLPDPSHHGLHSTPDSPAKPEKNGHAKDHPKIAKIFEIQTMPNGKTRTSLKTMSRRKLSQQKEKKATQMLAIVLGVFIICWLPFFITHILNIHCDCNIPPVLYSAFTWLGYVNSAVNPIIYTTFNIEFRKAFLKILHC
#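 Agonism is scored from calcium flux in a force-coupled, inducible HEK293 cell line expressing D2, read kinetically for 180 s after compound addition against dopamine controls.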
# D2 antag – D2 dopamine receptor (human) antagonism. HEK293 TREx D2 cells, calcium flux, dopamine EC80. inhibition, % at 10 µM. 340,000 compounds, 2% hits. AID 485344; in the data active = inhibition above about 30%; note: 0% is about no effect
#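 Overnight-induced (tetracycline, 30 C) HEK293 T-REx cells carrying force-coupled D2 receive a no-wash calcium dye, then compound, then EC80 dopamine at 180 s; signals are read kinetically throughout.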
# mIDH1 inhibitor – inhibitors of human mutant IDH1 R132H. AID 602179. IDH1-R132H enzyme, NADPH consumption, diaphorase/resazurin fluorescence. 390,000 compounds, 0.093% hits. Potency, µM (top dose mostly 76.6 µM), for inactives: at the highest dose activity change, negative = inhibition, usual class: inhibitors. O75874; note: potency is the fitted concentration of half-maximal effect; % is set by controls: 0 for no effect and ±100 for the full control effect; nearly all actives have a fitted effect of over 65% in size
#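 IDH1-R132H (0.5 ug/mL) preincubated 30 min with compound, then NADPH (0.016 mM) and alpha-KG (2 mM) added; 80 min at RT, pH 7.5. Remaining NADPH coupled via diaphorase/resazurin to fluorescence (540/590 nm); concentration-response curves normalized to no-enzyme control.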
# TrxR1 substrate – rat thioredoxin reductase 1 substrate activity. purified TrxR1 substrate turnover, NADPH consumption readout. Potency, µM (titrated, usually from 114 µM), for inactives: at the top dose activity change, negative = substrate turnover. 390,000 compounds, 0.01% hits; note: potency is the fitted concentration of half-maximal effect; % is set by controls: 0 for no effect and ±100 for the full control effect; nearly all actives have a fitted effect of over 50% in size
#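 Rat TrxR1, dispensed at 90 nM, was prereduced with 400 uM NADPH (final) for 5 min at ~22 deg C, then incubated with compound 15 min before 400 uM selenite. A first-read NADPH fluorescence drop versus no-compound background flagged substrates.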
# TRHR agonist – agonists of human TRH receptor. P34981. TRHR cells, calcium flux fluo-8, FDSS agonist mode. AID 493084. 360,000 compounds, 0.18% hits. activation, % at 2 µM; in the data active = activation above about 30%; note: 0% is about no effect
#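 Steps: seed TRHR cells overnight; add fluo-8 no-wash Ca dye, RT 30 min–1.5 h; record 10 s baseline; pin-transfer compounds; monitor fluorescence 1 cycle/s for the agonist window. Calcium increases flag candidate agonists.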
# USP1-UAF1 inh – inhibitors of human USP1/UAF1 deubiquitinase; recombinant USP1/UAF1, Ub-Rhodamine cleavage fluorescence; Potency, µM (doses to about 57.1 µM), for inactives: at the top dose activity change, negative = inhibition, actives largely listed as inhibitors; 390,000 compounds, 0.23% hits; AID 743255; note: potency is the fitted concentration of half-maximal effect; % is set by controls: 0 for no effect and ±100 for the full control effect; nearly all actives have a fitted effect of over 60% in size; inactives centre near -12
#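 USP1/UAF1 complex (1 nM) preincubated 15 min at room temperature with compound, then Ub-Rho substrate (150 nM final) added. Kinetic fluorescence at 480/540 nm over 6 reads at 60 s intervals; 50 mM HEPES pH 7.8, 0.5 mM EDTA, 0.1 mg/ml BSA, 1 mM TCEP, 0.01% Tween-20.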
# Pin1 inhibitor – blocks the human prolyl isomerase Pin1 | 390,000 compounds, 0.009% hits | Potency, µM (doses to about 115 µM), without a hit: at the highest dose activity, negative = inhibition, actives largely listed as inhibitors | Q13526 | Pin1 FP peptide displacement, HiFluor488, 10 min; active = well fitted inhibition curve with a large enough effect in the polarisation, with a control signal flat, not every such curve was filed as active; inconclusive = small, poorly fitted or top-dose-only effect, or effect the other way, or a change in a side signal; inactive = no such curve, though single readings can be large or run the other way; the % refers to the polarisation; note: potency is the fitted concentration of half-maximal effect; % is set by controls: 0 for no effect and ±100 for the full control effect
# Target sequence (Q13526 whole entry, looked up): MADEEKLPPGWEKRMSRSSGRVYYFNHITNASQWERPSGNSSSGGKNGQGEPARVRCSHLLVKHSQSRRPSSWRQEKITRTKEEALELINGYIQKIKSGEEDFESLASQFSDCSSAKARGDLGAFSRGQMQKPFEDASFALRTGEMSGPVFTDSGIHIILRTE
# * marks the source's active call; other numbers are inactive results; ? = inconclusive; nt = no result given; & = joins results of further samples; [ ] = dose if it differs, or a comment. Unless noted, calls come from the whole dose curve; as a rule, active = well fitted inhibition curve with a large enough effect; inconclusive = small, poorly fitted or top-dose-only effect; inactive = no such curve, though single readings can be large or run the other way.
SMILES,rTrxR1 inhibitor,TRHR enhancer,D2 ag,D2 antag,mIDH1 inhibitor,TrxR1 substrate,TRHR agonist,USP1-UAF1 inh,Pin1 inhibitor
Cc1nnc(SCc2cc(=O)c3cc(F)ccc3[nH]2)n1C,26%[57.1 µM],1,-0.9,nt,-6%,5%[57.1 µM],0.4,-25%,-3%
COc1ccc(NC(=O)C2CCCN(c3cnccn3)C2)c(OC)c1 (configuration not stated),9%&1%,6&-4,-1.8&-0.8,-5,4%&0%,-2%&-4%,-0.7&0.2,-15%&-3%,-3%&-10%
Fc1ccc(CSc2ccc3nnc(-c4cccs4)n3n2)cc1,33%,-7,nt,nt,2%,3%,-0.5,-12%,-1%
CCc1ccccc1NC(=O)N1C2CCCC1CC(NC(C)=O)C2 (configuration not stated),17%,-3,nt,nt,3%,1%,0.0,-15%,4%
Clc1cc(Cl)c2nc(N3CCCC3)sc2c1,24%[57.1 µM],nt,nt,nt,-1%,11%[57.1 µM],nt,-19%,2%
COc1ccc(NC(=O)c2ccc(Cl)nc2)cc1S(=O)(=O)N1CCOCC1,7%,-1,-1.1,6,12%,-1%,1.9,-12%,0%
CCOC(=O)C(=O)N/N=C/c1ccco1,30%[57.1 µM],-2,0.7,0,6%,-14%[57.1 µM],-0.2,-13%,2%
COc1ccc(NC(=O)Cn2ncc3c([nH]c4ccccc43)c2=O)cc1Cl,22%,5,0.6,nt,-6%,4%,0.0,6%,1%
CCOCCCNCc1cc(Br)ccc1OCc1ccccc1,11%,-9,-0.6,3,-8%,4%,0.3,-17%,2%
CC(C)CC(c1nnnn1Cc1ccc2c(c1)OCO2)N1CCC(C(N)=O)CC1 (configuration not stated),-3%,-2,1.4,8,2%,-1%,0.4,-20%,-4%
CCN(C(=O)c1c(-c2ccccc2)noc1C)c1ccccc1,8%,10,-0.2,-15,10%,3%,-0.6,-22%,-6%
O=C(NCC1CCOCC1)c1ccc(OC2CCN(Cc3ccccn3)CC2)cc1,21%,-3,1.2,-21,3%,5%,0.2,-25%,-1%
CCOC(=O)c1c(C)[nH]c(C(=O)OCC(=O)Nc2cc(C)ccc2OC)c1C,11%,4,-0.2,4,-5%,0%,0.7,0%,-5%
COc1ccc(N=c2scc(-c3ccc(S(=O)(=O)N4CCOCC4)cc3)n2CCCO)cc1,nt,-7,-0.4,-2,nt,nt,0.1,nt,nt
CC(C)N(Cc1ccccc1)C(=O)/C=C/c1ccccc1[N+](=O)[O-],-17%,-3,0.4,-1,-4%,-11%,-1.0,-9%,1%
O=S(=O)(c1ccccc1)N1N=C(c2ccc(Br)cc2)CC1c1ccco1 (configuration not stated),-25%,-4,0.2,5,0%,-12%,0.3,-17%,31%[activator]
CCC(Cc1ccccc1)NC(=O)Cn1ncc2ccsc2c1=O (configuration not stated),15%,-4,0.6,-1,14%,4%,-0.2,-2%,-1%
CCOP(=O)(c1ccccc1)C1(C#N)CCCC1 (configuration not stated),14%,-2,-0.9,4,13%,6%,1.0,-8%,-6%
C=CCNc1ncnc2c1cnn2-c1ccc(Cl)cc1,12%,0,1.4,-13,-1%,4%,0.4,-7%,-1%
Cc1ccc(-n2nnc3c(=O)n(CC(=O)N4CCCC4)cnc32)cc1,18%,9,2.4,16,2%,5%,0.4,-15%,-1%
CCOC(=O)Cn1ncc2c3ccccc3n(CC(=O)OCC)c2c1=O,27%,-5,0.5,-5,3%,19%,-0.6,-7%,-1%
Cc1c([N+](=O)[O-])c([N+](=O)[O-])nn1CC(=O)N1CCCCC1,6%[57.1 µM],7,-0.1,-1,10%,-11%,0.4,3%,0%
CC(C)C(C(=O)NCc1ccco1)N(Cc1ccco1)C(=O)CNS(=O)(=O)c1ccc(F)cc1 (configuration not stated),-11%,4,nt,nt,10%,1%,0.5,?,-12%
O=C(c1ccc(-c2ccccc2)cc1)N1CCN(c2ccccc2)CC1,12%,2,-0.1,6,4%,7%,0.2,-29%,-5%
Cc1cccc(-n2c(=O)c3c(c4cc(C)ccc4n3C)n(CC(=O)N3CCCC3)c2=O)c1,15%,9,-0.3,nt,-7%,100%[activator],-0.7,2%,-3%
# The listing continues:
SMILES,rTrxR1 inhibitor,TRHR enhancer,D2 ag,D2 antag,mIDH1 inhibitor,TrxR1 substrate,TRHR agonist,USP1-UAF1 inh,Pin1 inhibitor
COc1cccc(CC(=O)N2CCCC(CO)(Cc3ccc(F)cc3F)C2)c1 (configuration not stated),14%[2.29 µM],-7,0.2,2,0%,-2%,0.3,-24%,-5%
COC(=O)c1cc(S(=O)(=O)Nc2cccc(S(N)(=O)=O)c2)oc1C,29%[11.4 µM],2,-0.7,-1,15%,-20%[11.4 µM],0.3,-3%,-2%
CCN(c1ccc(NC(=O)COC(=O)/C=C/c2cccs2)cc1)C(C)C,27%[57.1 µM],-2,0.8,11,3%,-12%,-1.7,-8%,1%
CCOc1ccc(CCNC(=O)COC(=O)c2cc(OC)c(OC)c(OC)c2)cc1OCC,nt,1,1.4,-14,nt,nt,-1.4,nt,nt
CCN(CC)CCCn1c2c(c(SCC(=O)N3CCCc4ccccc43)nc1=O)CCC2,16%,-1,0.0,16,5%,3%,0.9,-16%,-1%
COc1cc(/C=C2\SC(=S)N(CCC(=O)N3CCCCC3)C2=O)cc(OC)c1OC,16%[0.0914 µM],0,2.0,-17,-15%,11%[0.0914 µM],1.3,-16%,?
Fc1ccc(-n2cnnn2)c(F)c1,13%,-3,-0.7,-19,1%,2%,-0.3,-13%,?
Cc1cccn2c(CN3CCNC(=O)CC3)c(C(=O)N(C)CCc3ccccc3)nc12,5%[57.1 µM],4,0.0,26,2%,-5%[57.1 µM],1.0,-12%,0%
Cc1ccc(N2CC(C(=O)OCC(=O)C(C)(C)C)CC2=O)cc1C (configuration not stated),1%,19,0.5,-1,13%,1%,0.2,-11%,-3%
CC(C)OCCCN(C)C1CCN(S(=O)(=O)c2ccc(-c3cc(C(F)(F)F)no3)s2)CC1,-18%,-10,-0.4,28,-5%,-13%,2.1,-12%,-5%
Cc1ccc(/C=C2/C(=O)N=C(N)N2C)s1,-21%,3,0.3,-12,-4%,-15%,1.5,-16%,11%
O=C(c1cc(S(=O)(=O)N2CCOCC2)c(Cl)cc1Cl)N1CCN(S(=O)(=O)c2cccc(F)c2)CC1,13%[57.1 µM],nt,nt,nt,12%,10%[57.1 µM],nt,-1%,6%
CCOC(=O)Cc1csc(NC(=O)CSc2ncnc3c2cnn3-c2ccc(OC)cc2)n1,15%[57.1 µM],0,0.5,3,6%,26%[57.1 µM],0.4,?,12%
CC1(C)CC(NS(=O)(=O)OCC(Cl)(Cl)Cl)c2cc(C#N)ccc2O1 (configuration not stated),-6%,0,0.4,19,-9%,-9%,-0.2,10%,-8%
Cc1ccc2nc(CSc3nnc(Nc4ccccc4F)s3)cc(=O)n2c1,5%[57.1 µM],12,nt,nt,12%,-1%,-1.2,-14%,1%
O=C(CCC(=O)OCC(=O)c1ccc(Br)cc1)NC1CCCCC1,16%,15,0.4,8,5%,1%,-0.6,-9%,-6%
CC(=O)O[C@H]1C(=O)[C@@]2(C)[C@H]([C@H](OC(=O)c3ccccc3)[C@]3(O)C[C@H](OC(=O)[C@H](O)C(NC(=O)c4ccccc4)c4ccccc4)C(C)=C1C3(C)C)[C@]1(OC(C)=O)CO[C@@H]1C[C@@H]2O (some centres not stated),?,-4,-1.1,-32,-6%,0%,1.8,-30%,0%
O=C(NC1CCCCCCC1)c1cccnc1,20%[57.1 µM],5,-0.4,-1,4%,-6%,0.1,-12%,-4%
O=C(CCC(=O)Nc1ccccc1)NCCO,8%,-7,-0.3,0,-1%,-1%,0.7,-8%,?
COc1ccc(CNC(=O)c2ccc(CS(=O)Cc3ccccc3Cl)o2)cc1 (configuration not stated),4%,2,0.3,nt,10%,1%,-0.3,-4%,-5%
CC(=O)c1ccc(NS(=O)(=O)c2cc3c(cc2C)N(C)CCO3)cc1,9%[57.1 µM],-4,-0.2,-3,4%,-1%[57.1 µM],-0.6,-21%,-4%
O=C1c2ccccc2C(=O)c2[nH]c(=O)[nH]c21,16%,3,-1.6,-1,13%,-6%,-1.2,28µM*,3%
CCOC(=O)c1c(NC(=O)CSc2nnnn2C)sc(C)c1-c1ccc(C)cc1,15%,-3,1.2,-3,-5%,-3%,0.4,-15%,3%
CC1(C)CC(=O)C(C=Nc2ccc(C(=O)c3ccccc3)cc2N=CC2=C(O)CC(C)(C)CC2=O)=C(O)C1,-4%[57.1 µM],-3,18,-2,-4%,-4%[57.1 µM],27,-16%,4%

# One compound at a time, as listed above. Values in the order: rTrxR1 inhibitor	TRHR enhancer	D2 ag	D2 antag	mIDH1 inhibitor	TrxR1 substrate	TRHR agonist	USP1-UAF1 inh	Pin1 inhibitor
# CC(=O)c1ccc(NS(=O)(=O)c2cc3c(cc2C)N(C)CCO3)cc1 across the screens: 9%[57.1 µM]	-4	-0.2	-3	4%	-1%[57.1 µM]	-0.6	-21%	-4%
# CC1(C)CC(NS(=O)(=O)OCC(Cl)(Cl)Cl)c2cc(C#N)ccc2O1 (configuration not stated) across the screens: -6%	0	0.4	19	-9%	-9%	-0.2	10%	-8%
# CCOC(=O)Cc1csc(NC(=O)CSc2ncnc3c2cnn3-c2ccc(OC)cc2)n1 across the screens: 15%[57.1 µM]	0	0.5	3	6%	26%[57.1 µM]	0.4	?	12%
# O=C(c1cc(S(=O)(=O)N2CCOCC2)c(Cl)cc1Cl)N1CCN(S(=O)(=O)c2cccc(F)c2)CC1 across the screens: 13%[57.1 µM]	nt	nt	nt	12%	10%[57.1 µM]	nt	-1%	6%
# Cc1ccc2nc(CSc3nnc(Nc4ccccc4F)s3)cc(=O)n2c1 across the screens: 5%[57.1 µM]	12	nt	nt	12%	-1%	-1.2	-14%	1%

# Not all compounds are listed; count on the stated rates, not on these rows.
